OPRM1-OPRD1 ag: OPRM1-OPRD1 heterodimerization agonism; activation, % at 9.3 µM; cells, luminescence; AID 504326; 340,000 tested, 0.3% active; in the data active = activation above about 18%;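 note: 0% = vehicle-treated cells and 100% = reference agonist; values of inactives mirror those of a sister screen read the other way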
DAGLB inh: diacylglycerol lipase beta (human) inhibition; Q8NCG7; HEK293T DAGLB membrane lysate, EnzChek fluorogenic substrate; inhibition, % at 5.17 µM; 340,000 tested, 0.059% active; AID 504411; in the data active = inhibition above about 34%;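 note: 0% = enzyme with vehicle and 100% = wells lacking enzyme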
Target sequence (Q8NCG7 whole entry, looked up): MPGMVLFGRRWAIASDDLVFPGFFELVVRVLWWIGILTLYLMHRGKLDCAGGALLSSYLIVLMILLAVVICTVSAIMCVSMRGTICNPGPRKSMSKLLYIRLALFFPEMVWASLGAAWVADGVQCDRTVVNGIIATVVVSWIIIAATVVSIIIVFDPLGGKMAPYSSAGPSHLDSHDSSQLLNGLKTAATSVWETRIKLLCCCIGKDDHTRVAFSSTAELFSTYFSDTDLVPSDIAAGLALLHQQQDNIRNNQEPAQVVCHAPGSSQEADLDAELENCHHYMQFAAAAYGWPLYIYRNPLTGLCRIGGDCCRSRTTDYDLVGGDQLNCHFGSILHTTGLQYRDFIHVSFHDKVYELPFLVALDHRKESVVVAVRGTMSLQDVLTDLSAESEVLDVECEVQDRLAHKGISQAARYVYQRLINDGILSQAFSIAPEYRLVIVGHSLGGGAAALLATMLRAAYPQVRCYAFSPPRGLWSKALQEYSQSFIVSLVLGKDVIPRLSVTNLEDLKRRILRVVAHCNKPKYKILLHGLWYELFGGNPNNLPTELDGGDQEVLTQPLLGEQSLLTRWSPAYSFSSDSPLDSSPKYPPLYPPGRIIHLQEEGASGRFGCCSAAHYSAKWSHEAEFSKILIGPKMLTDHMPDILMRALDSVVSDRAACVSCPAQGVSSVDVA
HTR5A inv ag: inverse agonist of human HTR5A in OPRM1-OPRD1 counter-screen | inhibition, % at 9.3 µM | 340,000 tested, 0.083% active | P47898 | HTR5A cell line, luminescence, inverse agonism | AID 504634; in the data active = inhibition mostly above about 23%, no sharp cut-off; inactive = mostly below about 18%;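 note: 0% = cells with DMSO and 100% = no-cell wells with DMSO; some compounds called inactive have numbers as strong as hits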
Target sequence (P47898 whole entry, looked up): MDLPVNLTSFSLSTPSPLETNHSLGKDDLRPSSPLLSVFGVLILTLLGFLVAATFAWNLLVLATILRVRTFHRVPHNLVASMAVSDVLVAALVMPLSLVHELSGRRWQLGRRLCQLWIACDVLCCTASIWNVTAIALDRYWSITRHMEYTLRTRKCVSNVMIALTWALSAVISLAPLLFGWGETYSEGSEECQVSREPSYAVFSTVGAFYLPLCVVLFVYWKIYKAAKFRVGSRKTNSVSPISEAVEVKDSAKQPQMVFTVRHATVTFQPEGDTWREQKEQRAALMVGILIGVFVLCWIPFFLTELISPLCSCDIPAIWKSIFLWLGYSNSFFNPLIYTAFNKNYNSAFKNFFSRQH
Arrestin-AP2 inh: inhibitors of human beta-arrestin and AP2 interaction | FITC-arrestin peptide / GST-AP2 beads, flow cytometry; AP2 beta2 appendage carries R879A mutation | inhibition, % at 10 µM | 340,000 tested, 0.31% active;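 active = inhibition above a set limit, near 3 SD of compounds lacking own fluorescence, cut at about 54% in these data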;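 note: plate controls were DMSO wells for no effect and 5 µM unlabelled arrestin peptide for full effect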
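Test system: GST-tagged AP2 beta2-adaptin appendage (R879A) on 4 µm glutathione beads; also added: fluorescein-tagged arrestin peptide at 50 nM final; timing: 12 min plus 1 h, RT; signal: flow cytometry, FL1 (488/535 nm); read-out: percent drop in bead-associated FITC signal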
PKA-R1A activ: PKA-R1A complex activation; PKA-R1A dissociation, Cy5-IP20 fluorescence polarization; scaled: DMSO 0%, 113 µM cGMP 100%; activation, % at 11.4 µM; 340,000 tested, 0.083% active; AID 504707;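 active = percent activation above the mean of all tested compounds plus 3 SD, cut at about 19% in these data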;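 note: higher means more PKAc released from R1A so a rise in polarization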
HTR5A ag: activates human HTR5A in OPRM1-OPRD1 agonist counter-screen; 340,000 tested, 0.61% active; P47898; activation, % at 9.3 µM; HTR5A agonist assay, luminescence, cell-based; in the data active = activation mostly above about 9.5%, no sharp cut-off; inactive = mostly below about 7.6%;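 note: 0% = cells with vehicle only and 100% = reference agonist; strong numbers were not always called active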
MOR-DOR inv ag: mu-delta opioid heterodimer inverse agonism; AID 504357; inhibition, % at 9.3 µM; cell-based MOR-DOR heterodimer luminescence; 340,000 tested, 0.21% active; in the data active = inhibition above about 22%, passing the limit was not always enough;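 note: 0% = cells with DMSO and 100% = wells without cells with DMSO; values of inactives mirror those of a sister screen read the other way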
DSG3 Ab inh: inhibitors of pemphigus antibody binding to human desmoglein-3; DSG3-coupled beads, scFv-anti-DSG3-GFP binding, flow cytometry; hits give low values; binding (percent of control), % at 10 µM; 310,000 tested, 0.48% active; AID 588358;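 active = binding more than 3 SD below its plate's average and above zero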;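 note: hits lower antibody fragment binding to DSG3; some compounds called inactive have numbers as strong as hits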
PKA-R2B activ: PKA-R2B complex activation; PKA-R2B holoenzyme dissociation, Cy5-IP20 fluorescence polarization; R2B truncated from residue 108, S112A mutant; 0% DMSO only, 100% 113 µM cGMP; 340,000 tested, 0.079% active; activation, % at 11.4 µM; AID 504700;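 active = activation above a cutoff set at the mean over all compounds plus 3 SD, cut at about 18% in these data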;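 note: higher means more holoenzyme dissociation and a rise in polarization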
V-ATPase pH: regulators of yeast V-ATPase proton transport. response, % at 10 µM. S. cerevisiae, pHLuorin cytosolic pH fluorescence. 350,000 tested, 0.37% active; in the data active = response mostly above about 7.3%, no sharp cut-off; inactive = mostly below about 5.4%; note: actives read high; inactives centre near 0; some compounds called inactive have numbers as strong as hits; reference of the scale not given here
The depositor's hits bear a star. Hits appear at their usual frequency; any-hit rate near 2.4%.

Screening CCS(=O)(=O)Nc1ccc(C2=NN(S(=O)(=O)CC)C(c3cccs3)C2)cc1 (stereo unspecified) returned OPRM1-OPRD1 ag -1.4, DAGLB inh 1, HTR5A inv ag -42, Arrestin-AP2 inh -8, PKA-R1A activ -11, HTR5A ag -1, MOR-DOR inv ag 7, DSG3 Ab inh 106, PKA-R2B activ 8 and V-ATPase pH 6.
`OCCC1CN(Cc2cccn2-c2cccnc2)CCN1Cc1ccc(F)cc1` (stereo unspecified) gave OPRM1-OPRD1 ag -0.2, DAGLB inh 1, HTR5A inv ag 22, Arrestin-AP2 inh 2, PKA-R1A activ -1, HTR5A ag -2, MOR-DOR inv ag 2, DSG3 Ab inh 104, PKA-R2B activ -14 and V-ATPase pH 4.
CSCCC(NC(=O)c1ccc(Cl)cc1)C(=O)OCC(=O)Nc1cc(Cl)ccc1C (stereo unspecified) was read as OPRM1-OPRD1 ag 2.0, DAGLB inh -2, HTR5A inv ag 12, Arrestin-AP2 inh 20, PKA-R1A activ 0, HTR5A ag -3, MOR-DOR inv ag -10, DSG3 Ab inh 104, PKA-R2B activ 7 and V-ATPase pH 3.
For COc1ccccc1C1CC(c2ccco2)=NN1S(C)(=O)=O (stereo unspecified) the results were OPRM1-OPRD1 ag -1.4, DAGLB inh 0, HTR5A inv ag 4, Arrestin-AP2 inh 11, PKA-R1A activ 12, HTR5A ag -1, MOR-DOR inv ag 7, DSG3 Ab inh 131, PKA-R2B activ -3 and V-ATPase pH 0.
`CCOC(=O)C1CCCN(C(=O)Cn2nc(Cc3cccnc3)c3ccccc3c2=O)C1` (stereo unspecified) gave OPRM1-OPRD1 ag -2.5, DAGLB inh -2, HTR5A inv ag -2, Arrestin-AP2 inh -8, PKA-R1A activ -11, HTR5A ag 1, MOR-DOR inv ag 14, DSG3 Ab inh 82, PKA-R2B activ -5 and V-ATPase pH 0.
For N#Cc1ccc(Oc2cnccn2)cc1 the results were OPRM1-OPRD1 ag -1.4, DAGLB inh -3, HTR5A inv ag 9, Arrestin-AP2 inh 7, PKA-R1A activ 7, HTR5A ag -2, MOR-DOR inv ag 6, DSG3 Ab inh 93, PKA-R2B activ -13 and V-ATPase pH 2.
For O=C1NC[C@@H](Cc2ccc(O)cc2)N(CCc2cccc3ccccc23)C1=O the results were OPRM1-OPRD1 ag -0.6, DAGLB inh 0, HTR5A inv ag 22, Arrestin-AP2 inh 4, PKA-R1A activ 4, HTR5A ag 5, MOR-DOR inv ag 3, DSG3 Ab inh 104, PKA-R2B activ 2 and V-ATPase pH -3.
Screening CCN(CC)c1nc(N)c([N+](=O)[O-])c(NCCO)n1 returned OPRM1-OPRD1 ag -1.9, DAGLB inh 1, HTR5A inv ag 2, Arrestin-AP2 inh -7, PKA-R1A activ 6, HTR5A ag 2, MOR-DOR inv ag 12, DSG3 Ab inh 95, PKA-R2B activ -3 and V-ATPase pH -2.
Cc1cc(=O)oc2cc(OC(=O)c3nn(C(C)C)c(=O)c4ccccc34)ccc12 was read as OPRM1-OPRD1 ag -1.2, DAGLB inh 2, HTR5A inv ag -3, Arrestin-AP2 inh 5, PKA-R1A activ 4, HTR5A ag -3, MOR-DOR inv ag 6, PKA-R2B activ 1 and V-ATPase pH 1.
COc1ccc2c(c1)cc(C(=O)N[C@H](C(=O)N1CCC(C(=O)O)CC1)C(C)C)n2C was read as OPRM1-OPRD1 ag -1.1, DAGLB inh -1, HTR5A inv ag 0, Arrestin-AP2 inh 1, PKA-R1A activ -7, HTR5A ag 0, MOR-DOR inv ag 5, DSG3 Ab inh 114, PKA-R2B activ 7 and V-ATPase pH -2.
For O=C(c1cc2ccccc2o1)N1CCN(c2cccc(C(F)(F)F)c2)CC1 the results were OPRM1-OPRD1 ag -1.9, DAGLB inh -3, HTR5A inv ag -13, Arrestin-AP2 inh 1, PKA-R1A activ 3, HTR5A ag 5, MOR-DOR inv ag 8, DSG3 Ab inh 110, PKA-R2B activ 6 and V-ATPase pH 4.
Screening CC(C)(C)c1ccc(C(=O)CC(Sc2ccc(Cl)cc2)C(=O)O)cc1 (stereo unspecified) returned OPRM1-OPRD1 ag -1.4, DAGLB inh 10, HTR5A inv ag -17, Arrestin-AP2 inh 13, PKA-R1A activ -9, HTR5A ag 7, MOR-DOR inv ag 7, DSG3 Ab inh 98, PKA-R2B activ -8 and V-ATPase pH 3.
For CC(=O)c1c(OC(=O)c2ccc(C)cc2)c2ccccc2n1C the results were OPRM1-OPRD1 ag 0.3, DAGLB inh -9, HTR5A inv ag 1, Arrestin-AP2 inh 20, PKA-R1A activ -11, HTR5A ag 3, MOR-DOR inv ag -2, DSG3 Ab inh 121, PKA-R2B activ 0 and V-ATPase pH 2.
`O=c1cc(-c2ccccc2)[nH]n1-c1nc2ccccc2s1` gave OPRM1-OPRD1 ag 0.8, DAGLB inh 15, HTR5A inv ag -24, Arrestin-AP2 inh 0, PKA-R1A activ -7, HTR5A ag 0, MOR-DOR inv ag -3, DSG3 Ab inh 109, PKA-R2B activ -1 and V-ATPase pH 1.
Screening O=C(CSc1nnc(Cc2cc(=O)[nH]c(=O)[nH]2)n1-c1ccccc1)N1CCCC1 returned OPRM1-OPRD1 ag -2.5, DAGLB inh -1, HTR5A inv ag -5, Arrestin-AP2 inh 19, PKA-R1A activ 4, HTR5A ag 2, MOR-DOR inv ag 15, PKA-R2B activ -8 and V-ATPase pH -4.

Reprinted at random: 3 records from the list.
Screening CC(C)(C)c1ccc(C(=O)CC(Sc2ccc(Cl)cc2)C(=O)O)cc1 (stereo unspecified) returned OPRM1-OPRD1 ag -1.4, DAGLB inh 10, HTR5A inv ag -17, Arrestin-AP2 inh 13, PKA-R1A activ -9, HTR5A ag 7, MOR-DOR inv ag 7, DSG3 Ab inh 98, PKA-R2B activ -8 and V-ATPase pH 3.
`CCOC(=O)C1CCCN(C(=O)Cn2nc(Cc3cccnc3)c3ccccc3c2=O)C1` (stereo unspecified) gave OPRM1-OPRD1 ag -2.5, DAGLB inh -2, HTR5A inv ag -2, Arrestin-AP2 inh -8, PKA-R1A activ -11, HTR5A ag 1, MOR-DOR inv ag 14, DSG3 Ab inh 82, PKA-R2B activ -5 and V-ATPase pH 0.
Screening CCS(=O)(=O)Nc1ccc(C2=NN(S(=O)(=O)CC)C(c3cccs3)C2)cc1 (stereo unspecified) returned OPRM1-OPRD1 ag -1.4, DAGLB inh 1, HTR5A inv ag -42, Arrestin-AP2 inh -8, PKA-R1A activ -11, HTR5A ag -1, MOR-DOR inv ag 7, DSG3 Ab inh 106, PKA-R2B activ 8 and V-ATPase pH 6.

(further entries)
Screening CCCCC(=O)Nc1ccc(N2CCN(S(C)(=O)=O)CC2)cc1 returned OPRM1-OPRD1 ag 0.3, DAGLB inh -8, HTR5A inv ag -10, Arrestin-AP2 inh -4, PKA-R1A activ 2, HTR5A ag 1, MOR-DOR inv ag -2, DSG3 Ab inh 99, PKA-R2B activ 1 and V-ATPase pH -2.
`O=C(Nc1ccc(Cl)cc1)C1=Cc2cc(Cl)ccc2OC1` gave OPRM1-OPRD1 ag 1.6, DAGLB inh -18, HTR5A inv ag 1, Arrestin-AP2 inh -8, PKA-R1A activ -3, HTR5A ag 0, MOR-DOR inv ag -9, DSG3 Ab inh 98, PKA-R2B activ 4 and V-ATPase pH 1.
Screening COc1ccc(C(=O)N/C(=C/c2cccnc2)C(=O)NCc2ccco2)cc1OC returned OPRM1-OPRD1 ag -1.6, DAGLB inh 3, HTR5A inv ag -21, Arrestin-AP2 inh -8, PKA-R1A activ -4, HTR5A ag 0, MOR-DOR inv ag 9, DSG3 Ab inh 112, PKA-R2B activ -5 and V-ATPase pH -1.
O=C(CS(=O)(=O)c1cn(CC(=O)N2CCOCC2)c2ccccc12)Nc1ccccc1 was read as OPRM1-OPRD1 ag -0.3, DAGLB inh 2, HTR5A inv ag 9, Arrestin-AP2 inh -5, PKA-R1A activ -4, HTR5A ag -3, MOR-DOR inv ag 2, DSG3 Ab inh 100, PKA-R2B activ 2 and V-ATPase pH 9.
Screening COc1ccc(C(=O)Nc2cccc(-c3ccc4nncn4n3)c2)cc1OC returned OPRM1-OPRD1 ag -3.6, DAGLB inh -2, HTR5A inv ag -22, Arrestin-AP2 inh -13, PKA-R1A activ 4, HTR5A ag 11, MOR-DOR inv ag 19, DSG3 Ab inh 97, PKA-R2B activ -8 and V-ATPase pH 0.
For CC(C)CC(N=C1NC(C)(C)Cc2ccccc21)C(=O)O (stereo unspecified) the results were OPRM1-OPRD1 ag -0.3, DAGLB inh 1, HTR5A inv ag 13, Arrestin-AP2 inh -4, PKA-R1A activ -4, HTR5A ag 1, MOR-DOR inv ag 2, DSG3 Ab inh 98, PKA-R2B activ -3 and V-ATPase pH 1.
COc1cccc(C(=O)N(CN2CCCC2=O)c2cccc(Cl)c2)c1 was read as OPRM1-OPRD1 ag -2.1, DAGLB inh 3, HTR5A inv ag -13, Arrestin-AP2 inh 1, PKA-R1A activ -1, HTR5A ag 4, MOR-DOR inv ag 11, PKA-R2B activ 2 and V-ATPase pH 4.
For Clc1ccc(C2=NCCN2)cc1 the results were OPRM1-OPRD1 ag 0.8, DAGLB inh 0, HTR5A inv ag 2, Arrestin-AP2 inh -10, PKA-R1A activ 6, HTR5A ag -1, MOR-DOR inv ag -6, DSG3 Ab inh 104, PKA-R2B activ -3 and V-ATPase pH 2.
CCOC(=O)c1c(NC(=O)C2COc3ccccc3O2)sc2c1CCN(Cc1ccccc1)C2 (stereo unspecified) was read as OPRM1-OPRD1 ag -3.4, DAGLB inh -16, HTR5A inv ag -7, PKA-R1A activ -12, HTR5A ag 2, MOR-DOR inv ag 18, DSG3 Ab inh 96, PKA-R2B activ 1 and V-ATPase pH 2.
Screening O=C(COC(=O)CNC(=O)c1cccc([N+](=O)[O-])c1)Nc1cccc(S(=O)(=O)N2CCCCC2)c1 returned OPRM1-OPRD1 ag -1.7, DAGLB inh 0, HTR5A inv ag 15, Arrestin-AP2 inh 2, PKA-R1A activ -14, HTR5A ag -4, MOR-DOR inv ag 9, DSG3 Ab inh 94, PKA-R2B activ 7 and V-ATPase pH 3.
`COc1ccc(NC(=O)C2CCCN(S(=O)(=O)c3c(C)[nH]c(=O)[nH]c3=O)C2)cc1OC` (stereo unspecified) gave OPRM1-OPRD1 ag -0.8, DAGLB inh -1, HTR5A inv ag 7, Arrestin-AP2 inh 60*, PKA-R1A activ -2, HTR5A ag -2, MOR-DOR inv ag 4, DSG3 Ab inh 107, PKA-R2B activ 4 and V-ATPase pH 2.
For CCOC(=O)N1CCN(S(=O)(=O)c2c(C)cc(C)cc2C)CC1 the results were OPRM1-OPRD1 ag -1.3, DAGLB inh -2, HTR5A inv ag 22, Arrestin-AP2 inh 5, PKA-R1A activ -11, HTR5A ag 1, MOR-DOR inv ag 6, PKA-R2B activ -13 and V-ATPase pH -4.

Assay outcomes: PubChem BioAssay, several laboratories
